Tb PYK inh: qHTS of Trypanosoma Brucei Inhibitors; pyruvate kinase (Trypanosoma brucei), Q57TT1; TbPYK enzyme, Kinase-Glo Plus ATP luminescence, 45 min; Potency, µM (titrated, usually from 76.8 µM), inactives show at the top dose activity, negative = inhibition, usual class: inhibitors; 410,000 tested, 0.12% active; AID 624173, 2012; active means well fitted inhibition curve with a large enough effect; further: nearly all actives have a fitted effect of over 50% in size
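Activity of T. brucei pyruvate kinase was followed by Kinase-Glo Plus luminescence after the enzyme reacted 45 min at room temperature with 130 uM ADP (final) and substrate. Test compounds were added before ADP at multiple concentrations.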
Active calls of the source: *; [ ] = dose if it differs, or a comment. On the % scale 0 is the no-effect control and ±100 the full control effect; potency means the concentration at half of the fitted maximal effect. Not all compounds are listed; count on the stated rates, not on these rows.

SMILES | Tb PYK inh
CC(=O)Nc1ccc(N(C(=O)Cn2nnc3ccccc32)C(C(=O)NCc2ccccc2)c2ccc(C)cc2)cc1 (stereo not drawn) | -3.6%
COc1cccc(N2CCN(c3ncnc4onc(-c5ccc(F)cc5)c34)CC2)c1 | -4.8%
CCCc1nc(SCC(=O)c2ccc3c(c2)NC(=O)CO3)[nH]c(=O)c1CC | -29.7%
COc1ccccc1NC(=O)C1=C(C)Nc2nc(SCc3ccccc3)nn2C1c1cccnc1 (stereo not drawn) | 5.2%
Nc1cc(=O)n(Cc2ccco2)c(=S)[nH]1 | -14.3%
Cc1ccc(NC(=O)Cn2nc(C)n3cccc3c2=O)c(C)c1 | -6.0%
CCOC(=O)c1ccc(NC(=O)Nc2ccc3snnc3c2)cc1 | -12.5%
COCCNC(=O)Cn1c(=O)n(-c2ccc(C)c(C)c2)c(=O)c2c3c(sc21)CCCCC3 | -4.3%
Cc1ccc2sc(N(Cc3cccnc3)C(=O)Cc3ccccc3)nc2c1C | 9.8%[15.4 µM]
CN(C)c1ccc(-c2ccnc3c2CC(C)(C(=O)NCc2ccco2)O3)cc1 (stereo not drawn) | -2.4%
CN(C(=O)c1ccc2c(Cl)c3c(nc2c1)CCC3)c1ccccc1F | 1.5%
COc1ccc(OCC(=O)N2CCCC(Nc3ccc(C)c(C)c3)C2)cc1 (stereo not drawn) | 2.0%
CCOC(=O)c1cc2c(=O)n3ccccc3nc2n(CC2CCCO2)c1=NC(=O)c1ccccc1C (stereo not drawn) | -4.2%
CC(C)CCn1c(=O)c2sccc2n2c(CCCC(=O)Nc3ccc(C(C)C)cc3)nnc12 | -2.0%
CCOc1ccc(NC(=O)Cn2cc(S(=O)(=O)NC)c(S(=O)(=O)NC)c2)cc1 | 0.8%[15.4 µM]
CCOC(=O)N1CCc2c(sc3c2c(=O)n(Cc2ccccc2)c(=O)n3Cc2c(F)cccc2Cl)C1 | -2.1%
CCOc1ccc(N(C(C)C(=O)NCCSc2ccc(C)cc2)S(C)(=O)=O)cc1 (stereo not drawn) | 0.2%
Cc1ccc2c(c1)C(c1ccccc1)N(C(=O)COc1ccc(Cl)cc1Cl)CC(=O)N2 (stereo not drawn) | -7.2%
S=C(NCCCc1cnc[nH]1)NCCCN(Cc1ccc(Cl)cc1)c1ccc(Br)cn1 | -2.4%
COc1ccc(S(=O)(=O)N2CCCCC2)cc1C(=O)Nc1cccc(C(F)(F)F)c1 | 8.6%

Compounds from the list above containing an NH in an aromatic ring, in the order listed:
SMILES | Tb PYK inh
CCCc1nc(SCC(=O)c2ccc3c(c2)NC(=O)CO3)[nH]c(=O)c1CC | -29.7%
Nc1cc(=O)n(Cc2ccco2)c(=S)[nH]1 | -14.3%
S=C(NCCCc1cnc[nH]1)NCCCN(Cc1ccc(Cl)cc1)c1ccc(Br)cn1 | -2.4%

(cont.)
SMILES | Tb PYK inh
CCC(C(=O)NCCc1ccc(S(N)(=O)=O)cc1)c1ccccc1 (stereo not drawn) | 1.6%
CC1(c2ccc(Cl)cc2Cl)NC(=O)N(CC(=O)NCCC2=CCCCC2)C1=O (stereo not drawn) | -1.7%
CC(=O)Nc1ccc2nc(NC(=O)CS(=O)(=O)c3ccc(F)cc3)sc2c1 | -9.4%
Cc1ccc(-c2nnc(Nc3ccc(Br)cc3)c3ccccc23)cc1S(=O)(=O)NCC1CCCO1 (stereo not drawn) | -5.1%
COc1ccc(Nc2nc(N)nc(CSc3nc4cc(OC)ccc4s3)n2)cc1 | 1.9%
Cn1c(=O)n(C)c2cc(N3CCOCC3)c(NS(=O)(=O)c3ccc(Br)cc3)cc21 | 1.4%
C[C@H]1[C@@H](OS(=O)(=O)O)C[C@@H]2C[C@H]([C@@H](O)c3cc(=O)[nH]c(=O)[nH]3)NC3=NC[C@H]1N32 | 1.0%
COCCn1c(=N)c(C(=O)NC(C)c2ccccc2)cc2c(=O)n3cc(C)ccc3nc21 (stereo not drawn) | 4.5%
O=C(CSc1nc2ccccc2nc1Cc1ccc(Cl)cc1)NCCc1ccccc1 | 0.4%
CN(C(=O)CSc1nnc(COc2ccccc2)o1)c1ccccc1 | 3.3%
COc1ccc(NC(=O)CSc2ncc3c(n2)-c2ccccc2N(C)S3(=O)=O)cc1Cl | 1.3%
COc1ccccc1-c1cnc(C(O)c2cccc(F)c2)[nH]1 (stereo not drawn) | 2.6%
O=C(Nc1cccc(C(F)(F)F)c1)c1cc(CN2CCOCC2)on1 | 3.8%
O=C(NCc1ccc(F)cc1)c1ccc2c(c1)N(Cc1c(F)cccc1Cl)C(=O)CS2 | -4.1%
CCN(CC)CCNc1ccc(CO)c2oc3cc(Cl)ccc3c(=O)c12 | 9.9%
Cc1ccc2c(c1)c1c(c(=O)n(-c3cccc(Cl)c3)c(=O)n1CC(=O)N1CCCC1)n2C | -2.8%
Cc1ccc(S(=O)(=O)N2CCCC2C(=O)Nc2ccc(Br)cc2)cc1 (stereo not drawn) | 9.4%
COc1ccccc1CNc1ncnc2c1c(-c1ccccc1)cn2-c1ccc(Br)cc1 | 1.2%
COc1ccc(CNC(=O)CC(C)n2nc(C)cc2C)cc1 (stereo not drawn) | -6.4%
CCOc1ccc(-n2c(=O)c3sc4ccccc4c3n(Cc3cccc(C)c3)c2=O)cc1 | 6.2%

For reference, 6 of the compounds above.
SMILES | Tb PYK inh
CN(C)c1ccc(-c2ccnc3c2CC(C)(C(=O)NCc2ccco2)O3)cc1 (stereo not drawn) | -2.4%
CN(C(=O)c1ccc2c(Cl)c3c(nc2c1)CCC3)c1ccccc1F | 1.5%
COc1ccc(OCC(=O)N2CCCC(Nc3ccc(C)c(C)c3)C2)cc1 (stereo not drawn) | 2.0%
CCOC(=O)c1cc2c(=O)n3ccccc3nc2n(CC2CCCO2)c1=NC(=O)c1ccccc1C (stereo not drawn) | -4.2%
CC(C)CCn1c(=O)c2sccc2n2c(CCCC(=O)Nc3ccc(C(C)C)cc3)nnc12 | -2.0%
CCOc1ccc(NC(=O)Cn2cc(S(=O)(=O)NC)c(S(=O)(=O)NC)c2)cc1 | 0.8%[15.4 µM]

Going on with the list:
SMILES | Tb PYK inh
CCCc1cc(=O)[nH]c(SCC(=O)Nc2cc(S(=O)(=O)N3CCCCC3)ccc2Cl)n1 | 1.4%
O=C(O)C1(Br)CC12c1ccccc1-c1ccccc12 (stereo not drawn) | -12.7%
COc1cc(C(=O)N2CCCCC2c2cc(C(=O)NC(C)C)no2)cc(OC)c1C (stereo not drawn) | 0.5%
O=C(CCl)N(O)c1ccc(C=Cc2ccccc2)cc1 | -5.5%
Cc1ccccc1C(=O)Nc1ccccc1C(=O)OCc1cc(=O)n2ccsc2n1 | -0.9%
Nc1[nH]c(=O)nc(Nc2ccccc2)c1N=O | -11.5%
Cc1ccc(S(=O)(=O)c2nc(-c3cccc(Cl)c3)oc2NCc2ccccc2)cc1 | -3.5%
COc1cc2c(cc1NC(=O)COc1ccc(Cl)cc1)oc1ccccc12 | 2.4%
O=C(CC1N=C2c3ccccc3N=C(SCc3cccc(F)c3)N2C1=O)NCc1ccc2c(c1)OCO2 (stereo not drawn) | -2.3%
Cc1nc2cccnc2n1-c1cccc(C(=O)NCc2ccc(OC(C)C)cc2)c1 | -6.7%[15.4 µM]

Retrieved one by one from above:
SMILES | Tb PYK inh
COc1cc(C(=O)N2CCCCC2c2cc(C(=O)NC(C)C)no2)cc(OC)c1C (stereo not drawn) | 0.5%
Nc1[nH]c(=O)nc(Nc2ccccc2)c1N=O | -11.5%

(further entries)
SMILES | Tb PYK inh
CCCCCC(=O)N1C[C@@H](O)[C@H](n2cc(-c3ccc(F)cc3)nn2)C[C@@H]1c1ccc(OC)cc1 | 8.8%
O=[N+]([O-])c1cnccc1-n1nnc2ccccc21 | 2.6%
COc1ccc(CCN2CCC(CNC(=O)c3cnn(-c4ccc(C)cc4)c3C3CCN(C(=O)OC(C)(C)C)CC3)CC2)cc1 | 2.1%[15.4 µM]
C[C@H]1CN([C@@H](C)CO)C(=O)CCCn2nncc2CO[C@H]1CN(C)C(=O)Cc1ccccc1 | 2.6%
COc1ccc(S(=O)(=O)N2CCC(C(=O)NCCC(=O)NCc3ccccn3)CC2)cc1 | -1.7%
COc1ccc(CCNC(=O)CN(c2ccccc2)S(=O)(=O)c2ccccc2)cc1 | 5.7%
CC(C)(C)c1ccc(S(=O)(=O)Nc2ccc(C(O)(C(F)(F)F)C(F)(F)F)cc2)cc1 | 4.0%
O=C(NCc1ccccc1)c1ccc(NC(=O)c2nsc3ccccc23)cc1 | -5.1%
Cc1ccc(NC(=O)CSc2nc(C)cc(C)c2C(=O)Nc2cccc(C)c2)cc1 | -0.3%
CCC(=O)N1c2ccc(S(=O)(=O)CCC(=O)NCc3ccccc3OC)cc2CC1C (stereo not drawn) | -2.9%
CC(C)(C)c1ccc(CC(=O)N2CCC2(C)C(=O)NS(=O)(=O)c2ccc(Cl)cc2)cc1 (stereo not drawn) | 0.5%
COc1ccc(C(=O)Nc2cccc(NC(=O)c3ccc(OC)cc3OC)n2)c(OC)c1 | 3.9%
CCCCn1c(N)c(N(CC(C)C)C(=O)c2cc(-c3ccc(OC)cc3)nc3ccccc23)c(=O)[nH]c1=O | 0.0%
CCN(CC)c1ccc2cc(C(=O)c3cccs3)c(=O)oc2c1 | -12.8%
O=C(Nc1ccc(F)c(Cl)c1)C1Cc2c(-c3cccc(F)c3)ccnc2O1 (stereo not drawn) | -5.2%
COc1ccc(CCNC(=O)C(=O)NCC(c2ccco2)S(=O)(=O)c2cccs2)cc1OC (stereo not drawn) | -0.3%
COCCCN1C(=O)c2[nH]nc(-c3ccccc3O)c2C1c1ccc(OCc2ccccc2)cc1 (stereo not drawn) | -2.0%
O=C(Nc1ccccc1Br)c1cc(CN2CCCC2)on1 | 1.8%
Cc1c(Cl)cccc1NC(=O)Cn1c(CCC(=O)O)ccc1-c1cccs1 | -11.3%
Cc1ccc(C)c(Cn2c(=O)n(CCCCC(=O)NCc3ccccc3Cl)c(=O)c3ccccc32)c1 | -12.8%
CCCCN1CC(c2nc3ccccc3n2CCCCOc2ccc(C)cc2C)CC1=O (stereo not drawn) | -6.9%
Nc1nc2ccc(Br)cc2s1 | -3.3%
O=C(Nc1cccc(OC(F)(F)F)c1)c1ccc(-c2cccnc2)c2ccoc12 | -0.4%
CCCC1=Nc2cc(C(=O)NC3CCC(C)CC3)ccc2Sc2ccccc21 (stereo not drawn) | 0.1%
O=C(c1cc(COc2c(F)cccc2F)on1)N1CC[C@@H]2CCCC[C@H]2C1 | -4.0%
CCOc1ccc(C2c3cc(OCC)c(OCC)cc3CC(=O)N2c2ccc(C(=O)O)cc2)cc1OCC (stereo not drawn) | -9.2%
Cc1ccc([C@@H]2C[C@H]3[C@@H](CN2S(=O)(=O)c2ccc(Cl)cc2)C(=O)C[C@@H](c2cccc(Cl)c2)N3S(=O)(=O)c2ccc(C)cc2)cc1 | -2.0%
O=C(Nc1cccc2cccnc12)c1ccccc1Br | 1.0%
Nc1nnc2cc(Br)ccc2n1 | 4.3%
Cc1cccc(NC(=O)CCN2CCN(c3ccccc3F)CC2)c1 | -0.4%
Cc1ccc(NC(=S)NNC(=S)NNc2ccccc2)cc1C | -5.0%
CCOc1cc(N2CCOCC2)c(OCC)cc1NC(=O)CN1C(=O)NC(CC)(c2ccc(F)cc2)C1=O (stereo not drawn) | -5.7%
CSc1cccc(NC(=O)c2ccc3c(c2)CCCN3S(C)(=O)=O)c1 | 1.4%
CCc1ccccc1NC(=O)c1cc(-c2ccc(Cl)s2)nc2ccccc12 | 1.6%
CCOc1ccc(NC(=O)c2c(NC(=O)c3cccs3)sc3c2CCC(C(C)(C)C)C3)cc1 (stereo not drawn) | -5.9%
N#Cc1c[nH]n2c(NC3CCCC3)c(-c3ccc(Br)cc3)nc12 | -0.2%
CCCCn1nnnc1C(c1ccccc1)N1CCN(C(=O)c2ccco2)CC1 (stereo not drawn) | 2.3%
CC(=O)OC1CCC2(C)C(CCC3C2CC(=NO)C2(C)C(C(C)OC(C)=O)CCC32)C1 (stereo not drawn) | 4.9%
CCN(CC)c1ccc(NC(=O)CCc2c(C)nc3ncnn3c2C)c(C)c1 | -10.0%
CCOP(=O)(OCC)C(C#N)=C1SCN(c2ccccc2)CS1 | -2.3%
Cc1ccc(NC(=O)C(Cc2ccccc2)NS(=O)(=O)c2ccc3c(c2)c(=O)n(C)c(=O)n3C)c(C)c1 (stereo not drawn) | -4.0%
COC(=O)/C=C1/SC(=NC(=O)c2ccc(Cl)cc2)NC1=O | -11.3%
Clc1cccc(N2CCN(c3nc4ccccc4c4nc(-c5cccnc5)nn34)CC2)c1 | 4.4%
COc1ccc(CN2C[C@@H](CO)O[C@@H](n3cnc4c(NCc5cc(OC)c(OC)c(OC)c5)ncnc43)C2)cc1 | 1.6%
CCc1nc2c(OCc3ccc(C(=O)OC)cc3)cccn2c1N(C)C(=O)C(C)C | 0.4%
CCc1nc2c(OCc3ccccc3)cccn2c1N(C)C(=O)c1ccc(OC)cc1 | -4.8%
COc1ccc2nc(NN=C(C)c3ccccn3)cc(C)c2c1 | 0.4%
Nc1ccc(CCCC(=O)NCc2cccnc2)cc1 | -3.5%
O=S1(=O)CC(N2CCCC2)CN1CCc1ccccc1 (stereo not drawn) | 4.3%
CSc1nc2sc3c(c2c(=O)n1-c1ccc(C)c(Cl)c1)CCN(C(C)=O)C3 | 0.5%

The listing continues.
SMILES | Tb PYK inh
COC(=O)c1c[nH]c(=S)n1Cc1ccccc1 | -29.1%
CCOC(=O)c1[nH]c2c(c1Cc1ccccc1OC)C(=O)CC(c1ccccc1)C2 (stereo not drawn) | 3.5%
O=C(CN1C(=O)C2(SCC(=O)N2c2ccc(F)cc2)c2ccccc21)NCCc1ccccc1 (stereo not drawn) | 2.8%
COc1ccc(S(=O)(=O)Nc2ccc3c(c2)[C@H]2C[C@H](CC(=O)NCC4CC4)O[C@@H](CO)[C@H]2O3)cc1 | 3.8%
Cc1ccc(Cl)cc1-n1ncc2c(NCCc3ccccc3)ncnc21 | 3.6%
OC(c1ccc(F)cc1)c1ncc(-c2cccc3ccccc23)[nH]1 (stereo not drawn) | 0.7%

Screening results deposited in PubChem by National Center for Advancing Translational Sciences (NCATS).
